# Screens from PubChem BioAssay.
# FXIIa inh – human FXIIa protease inhibitors, primary screen, biochemical, single well. AID 701, 2007. inhibition, % at 10 µM. purified human FXIIa, AMC substrate fluorescence, 2 h. Coagulation factor XII (Homo sapiens), P00748. actives 0.2% (n = 33,000); in the data active = inhibition above about 30%;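 also: 0% = enzyme with vehicle only and 100% = no enzyme blank; many of its hits are not listed in these tables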
# FXIa single inh – human FXIa protease inhibitors, primary screen, biochemical, single compound per well; Coagulation factor XI (Homo sapiens), P03951; purified human FXIa, fluorogenic AMC substrate cleavage; inhibition, % at 10 µM; actives 0.3% (n = 33,000); AID 687, 2007;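 active = inhibition above 40% in the primary screen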;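 also: 0% = enzyme without compound and 100% = blank wells lacking enzyme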
# Target sequence (P03951 19-387 limits assumed): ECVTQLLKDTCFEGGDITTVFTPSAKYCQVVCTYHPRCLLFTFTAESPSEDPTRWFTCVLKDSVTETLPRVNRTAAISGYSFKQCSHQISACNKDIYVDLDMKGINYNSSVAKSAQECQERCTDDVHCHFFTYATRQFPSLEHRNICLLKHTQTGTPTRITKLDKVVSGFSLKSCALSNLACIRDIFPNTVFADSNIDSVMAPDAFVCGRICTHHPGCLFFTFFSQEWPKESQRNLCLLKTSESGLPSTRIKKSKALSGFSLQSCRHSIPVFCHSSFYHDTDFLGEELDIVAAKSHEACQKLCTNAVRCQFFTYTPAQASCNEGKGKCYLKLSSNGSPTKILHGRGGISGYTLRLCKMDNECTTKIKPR
# Target sequence (P03951 388-625 limits assumed): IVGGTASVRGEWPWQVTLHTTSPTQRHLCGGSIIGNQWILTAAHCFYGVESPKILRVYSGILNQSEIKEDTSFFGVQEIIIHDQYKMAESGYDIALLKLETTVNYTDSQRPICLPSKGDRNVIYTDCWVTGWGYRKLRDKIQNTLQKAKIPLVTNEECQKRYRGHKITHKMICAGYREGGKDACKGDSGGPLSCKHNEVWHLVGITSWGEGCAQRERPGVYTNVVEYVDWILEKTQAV
# * = called active by the depositor. The list is partial; count on the stated rates, not on these rows.
# Sample of the layout (4 entries):
SMILES,FXIIa inh,FXIa single inh
CCSc1nc(=S)n(CC)c(C)c1C(C)=O,4,4
COc1cccc(C(=O)Nc2ccccc2C(=O)N2CCCC2)c1,-1,-5
CN1CC(=O)N(CC(=O)NCc2ccc(F)cc2)c2ccccc2C1=O,4,-2
CC(=O)[C@@]1(O)CC[C@H]2[C@@H]3C[C@H](C)C4=CC(=O)CC[C@]4(C)[C@H]3CC[C@@]21C,7,0

# This part in full, from the start:
SMILES,FXIIa inh,FXIa single inh
CCSc1nc(=S)n(CC)c(C)c1C(C)=O,4,4
COc1cccc(C(=O)Nc2ccccc2C(=O)N2CCCC2)c1,-1,-5
CN1CC(=O)N(CC(=O)NCc2ccc(F)cc2)c2ccccc2C1=O,4,-2
CC(=O)[C@@]1(O)CC[C@H]2[C@@H]3C[C@H](C)C4=CC(=O)CC[C@]4(C)[C@H]3CC[C@@]21C,7,0
CCc1cccc(C)c1NC(=O)CSc1ncn[nH]1,4,4
O=C(Nc1ccccc1N1CCCCC1)c1ccc(N2C(=O)c3ccccc3C2=O)cc1,-14,26
O=C(Cn1cc(/C=N/O)c2ccccc21)N1CCOCC1,5,15
Cc1c(O)c(CN2CCCCC2)cc2c3c(c(=O)oc12)CCC3,-96,-57
O=C(/C=C/c1ccc(Cl)cc1Cl)c1cccnc1,-14,-12
COC(=O)C1=C(C)NC2=C(C(=O)CC(C)(C)C2)C1c1ccsc1 (stereo not given),1,5
O=C(NC1CCCC1)C1=COCCO1,5,-1
CCOP(=O)(OCC)C(NCc1ccccc1)c1ccc(Br)cc1 (stereo not given),2,-5
CCCn1c(SCC(=O)NC2CCCC(C)C2C)n[nH]c1=O (stereo not given),-18,23
CC12CC3(C)CC(C)(C1)CC(C(=O)Nc1nn[nH]n1)(C2)C3,4,-14
COc1ccccc1OCC(=O)Nc1ccc(O)cc1C(=O)O,5,5
COC(=O)COc1ccc2c(-c3ccc(OC)cc3)cc(=O)oc2c1,-2,1
CCOc1ccc(C(=O)N[C@H](C(=O)O)C(C)C)cc1,-15,17
CCCCOc1ccc(OCCCN2CCOCC2)cc1,7,-2
CCC(C)(C)C(=O)Nc1ccc(C(N)=O)cc1,5,24
CN(C)S(=O)(=O)c1cc(C(=O)O)c(NC2CCCCC2)cc1Cl,-14,26
Cc1ccc([N+](=O)[O-])cc1-c1[nH]c(-c2ccc(O)c(O)c2)nc1-c1ccccc1,7,-8
Fc1ccc(N2CCN(Cc3cnc(Oc4ccc(Br)cc4)s3)CC2)cc1,-5,-3
Cc1cc(=O)c2cccc(Br)c2[nH]1,13,1
CCOC(=O)C1C(=O)NCC1c1ccccc1 (stereo not given),4,-6
COc1ccc(C(=O)OC(COc2ccccc2)Cn2ccnc2)cc1 (stereo not given),8,-1

# Molecules listed so far that have a COOH group:
SMILES,FXIIa inh,FXIa single inh
COc1ccccc1OCC(=O)Nc1ccc(O)cc1C(=O)O,5,5
CCOc1ccc(C(=O)N[C@H](C(=O)O)C(C)C)cc1,-15,17
CN(C)S(=O)(=O)c1cc(C(=O)O)c(NC2CCCCC2)cc1Cl,-14,26

# (listing goes on)
SMILES,FXIIa inh,FXIa single inh
CCCCC1CC(/C(C)=N/NC(N)=O)OC1=O (stereo not given),2,6
Cc1ccc(Nc2cc(-n3cccn3)ncn2)c(C)c1,-1,-5
O=C(Nc1ccccc1N1CCOCC1)C1Cc2ccccc2CN1C(=O)c1ccco1 (stereo not given),11,-1
O=C1C=C(c2ccccc2)C(=O)N1Nc1ccccc1,-6,-3
COc1ccccc1/C=N/Nc1nccnc1Cl,4,-3
O=C(O)CCC(=O)NCC1OCCc2ccccc21 (stereo not given),7,-3
O=C(NC1CCCc2ccccc21)c1ccc(Cl)nc1 (stereo not given),6,9
O=C(CCCN1C(=O)c2ccccc2C1=O)Nc1ccccn1,2,3
CC(=O)c1cccc(NC(=O)CN(c2cccc(F)c2)S(C)(=O)=O)c1,2,-4
Cc1ccc(NC2=C([N+](=O)[O-])CS(=O)(=O)C2)cc1,7,-1
CCC(C)[C@H](Nc1nc(-c2ccccc2)nc2c1oc1ccccc12)C(=O)O (stereo not given in full),8,7
Cc1cccc(N2CCN(CC(=O)Nc3ccc(-n4cnnn4)cc3)CC2)c1C,4,41*
O=C(c1cccs1)N1CCN(S(=O)(=O)N2CCOCC2)CC1,3,8
Cc1nnc(SCC(N)=O)n1CC1CCCO1 (stereo not given),5,-2
O=C(Nc1nnc(-c2ccco2)s1)C1CC1,9,5
Cc1ccc(N(CC(=O)N2CCc3ccccc32)S(=O)(=O)c2cccs2)cc1,10,-3
COc1ccccc1-c1cc(C(=O)N2CCN(c3ccccc3OC)CC2)no1,5,-2
C=CCN1C(=O)C(CC(=O)O)SC1=Nc1c(C)n(C)n(-c2ccccc2)c1=O (stereo not given),7,5
CC(C)C(NC(=O)CSc1ccc(Cl)cc1)C(C)C,-14,20
O=S(=O)(Nc1ccc(Oc2ncccn2)c(Cl)c1)c1ccc(F)cc1,1,-7
CCOC(=O)c1c(OCC)[nH]c2ccc(O)cc12,15,-3
Cc1cc(=O)[nH]c(SCC(=O)N2CCCc3ccccc32)n1,10,-3
COc1cccc(OC)c1OCC(C)CNCC1CCCO1 (stereo not given),-10,-7
CCCCn1c(SCC(=O)NCc2ccco2)nc2c(sc3ccccc32)c1=O,5,0
CC(=O)Oc1ccc(C2OC(=O)c3ccccc3N2C(C)=O)cc1 (stereo not given),9,-10

# Full records, quoted from the list. Order of screens: FXIIa inh	FXIa single inh
# Record of `Cc1cccc(N2CCN(CC(=O)Nc3ccc(-n4cnnn4)cc3)CC2)c1C` : 4	41*
# Record of `CCC(C)[C@H](Nc1nc(-c2ccccc2)nc2c1oc1ccccc12)C(=O)O` (stereo not given in full) : 8	7
# Record of `Cc1nnc(SCC(N)=O)n1CC1CCCO1` (stereo not given) : 5	-2
# Record of `O=C(c1cccs1)N1CCN(S(=O)(=O)N2CCOCC2)CC1` : 3	8
# Record of `O=C(Nc1nnc(-c2ccco2)s1)C1CC1` : 9	5

# Sorted by the number under FXIIa inh (high to low): 5 from the list above
SMILES	FXIIa inh
O=C(Nc1ccccc1N1CCOCC1)C1Cc2ccccc2CN1C(=O)c1ccco1 (stereo not given)	11
Cc1ccc(N(CC(=O)N2CCc3ccccc32)S(=O)(=O)c2cccs2)cc1	10
CCCCn1c(SCC(=O)NCc2ccco2)nc2c(sc3ccccc32)c1=O	5
O=C(/C=C/c1ccc(Cl)cc1Cl)c1cccnc1	-14
Cc1c(O)c(CN2CCCCC2)cc2c3c(c(=O)oc12)CCC3	-96

# Next part
SMILES,FXIIa inh,FXIa single inh
CCCOc1cc(C)c(Cl)cc1S(=O)(=O)N(CC)CC,7,2
CNC(=O)c1ccc(-c2ccccc2)s1,-11,-7
CCn1c(SCC(=O)N2CCN(c3ccccc3)CC2)nnc1-c1c[nH]c2ccccc12,8,1
C=CCN=C(NC#N)SCc1ccccc1,-1,-14
O=C(CC1NCCNC1=O)Nc1ccc2c(c1)OCCO2 (stereo not given),5,-7
Clc1ccccc1CSc1nnc(Cn2cnc3ccccc32)n1-c1ccccc1,3,-3
CC1(C)CC(=O)c2sc(N3CCCCC3)nc2C1,8,-1
Cc1ccc2nc(/C(C#N)=C\c3ccc(N4CCOCC4)o3)[nH]c2c1,5,14
COc1ccc(C(=O)N2CCC(C(=O)O)CC2)cc1,6,-1
N=c1c2c(-c3ccccc3)c(-c3ccccc3)n(Cc3ccccc3)c2ncn1CCO,8,-8
Cc1cc(Cl)ccc1NC(=S)NCc1cccs1,8,0
COc1ccc(/C=N/Nc2nc(N3CCCC3)nc(N3CCCC3)n2)cc1O,2,12
CCCCOC(=O)CCc1nc2ccccc2[nH]1,-15,-10
O=C(c1cnn2c(C(F)(F)F)cc(-c3ccccc3)nc12)N1CCOCC1,8,-2
Cc1ccc(-c2ccc(/C=N/N3C(=O)C4C5C=CC(CC5)C4C3=O)o2)c([N+](=O)[O-])c1 (stereo not given),15,1
CCCNC(=O)c1oc2ccc3c(c2c1C)C(=O)CC(C)(C)O3,6,-4
Cn1c(N)c(C(=O)COC(=O)c2ccc(Br)o2)c(=O)n(C)c1=O,6,3
CS(=O)(=O)c1nc(-c2cccs2)cc(C(F)(F)F)n1,5,-5
Cc1ccc(SCC(=O)Nc2cc(C)on2)cc1,2,-7
Cc1nn(-c2nc(-c3ccco3)cc(C(F)(F)F)n2)c(C)c1Br,9,-6
CCOc1cc(S(=O)(=O)NC2CCCCC2)ccc1F,9,-12
Cn1cccc1C(=O)NC(=O)COC(=O)CNS(=O)(=O)c1ccc(Br)cc1,7,-14
COc1cc(-c2nc3cnccn3c2Nc2ccc(C)cc2)ccc1O,-8,-8
Cc1ccc(S(=O)(=O)N2C=CC(C(F)(F)F)=NCC2)cc1,8,-8
O=C(COC(=O)c1cccc(S(=O)(=O)N2CCOCC2)c1)Nc1ncc(C(F)(F)F)cc1Cl,-3,1

# (further entries)
SMILES,FXIIa inh,FXIa single inh
C/C(=C\c1ccccc1)CN1CCN(c2cccc(Cl)c2)CC1,6,-1
CCOC(=O)c1sc(=S)n(-c2ccc(Cl)cc2)c1C,5,1
Cc1ccc(O)c(C(=O)c2cnn(C(=O)Cc3csc(C)n3)c2)c1,6,8
Cc1ccc(C)c(NC(=O)CSc2nnc(-c3ccncc3)n2N)c1,4,3
Fc1ccc(NC(=S)N2N=CCC2c2ccccc2)cc1 (stereo not given),5,-5
COc1ccccc1NC(=O)CC1C(=O)NCCN1C(=O)Nc1ccccc1 (stereo not given),-13,31
COc1ccc(-c2cc(C(=O)NCc3ccco3)no2)cc1OC,10,2
CC(C)C(=O)NS(=O)(=O)c1ccc(N)cc1,5,5
COc1ccc(NS(=O)(=O)c2ccc(OCC(=O)N3CCOCC3)cc2)cc1,5,11
COc1ccc(Cc2nnc(-c3ccc(F)cc3)o2)cc1OC,5,8
O=C(Nc1cccc(C(F)(F)F)c1)NC1CCN(S(=O)(=O)c2ccc(F)cc2)CC1,4,15
O=C1C2C3C=CC(C4CC34)C2C(=O)N1/N=C/c1ccc(-c2ccccc2[N+](=O)[O-])o1 (stereo not given),15,6
COc1cccc(-c2nnc(SCC(=O)Nc3cc(C)on3)n2C)c1,-1,1
O=C1c2ccccc2C(=O)N1Cc1nc(-c2cccnc2)no1,3,10
N/C(=N\OC(=O)Cc1ccccc1)c1ccccn1,0,-1
O=C(c1ccccc1)[C@H]1CC=CC[C@H]1C(=O)O,3,-5
O=C(Nc1nnc(-c2ccccc2)s1)c1cccc(S(=O)(=O)N2CCOCC2)c1,2,-4
COc1cc(C2C(C#N)=C(N)OC3=C2C(=O)CCC3)ccc1OC(=O)N1CCOCC1 (stereo not given),3,7
CCOc1ccccc1C(=O)n1nc(C)cc1C,10,6
CCOc1ccc(N(CC)C(=O)COc2cc(=O)n(CC)c3ccccc23)cc1,5,-6
Cc1ccc(C)c(Cn2nnc3c(=O)[nH]c(C4CCN(C(=O)c5cccs5)CC4)nc32)c1,6,4
Cc1nnc(N2CCN(C)CC2)c2nn(-c3ccc(Cl)cc3)c(C)c12,0,4
Cc1cc(C(=O)COC(=O)c2ccc3c(c2)OCO3)c(C)n1Cc1cccs1,4,4
CC1(C)CC(=O)C(C(C#Cc2ccccc2)C2=C(O)CC(C)(C)CC2=O)=C(O)C1,2,-2
Cc1cccc(NC(=O)CCCN2C(=O)c3ccccc3C2=O)n1,-18,18

# Next section:
SMILES,FXIIa inh,FXIa single inh
O=S(=O)(NC1CCCC1)c1ccc(S(=O)(=O)N(Cc2cccs2)CC2CCCO2)cc1 (stereo not given),-2,-1
Cc1cc(C(=O)Nc2sc(C)c(C)c2C#N)no1,9,2
Cc1ccc(S(=O)(=O)N(CC(=O)N2CCCCCC2)c2ccccc2)cc1,-6,-5
N#Cc1ccccc1OCCN1C(=O)c2ccccc2C1=O,6,0
O=C(NNC(=O)c1ccc(SCC2CCCO2)c([N+](=O)[O-])c1)c1ccc(Cl)c([N+](=O)[O-])c1 (stereo not given),11,3
CCc1ccc(CNC(=O)C2CCCN(c3nc4ccccc4o3)C2)cc1 (stereo not given),-12,16
Cc1nnc(OCC(=O)NCCC2=CCCCC2)c2ccccc12,12,-2
Cc1ccc(C(C#N)c2ccc3c(C(F)(F)F)cc(C(F)(F)F)nc3n2)cc1 (stereo not given),6,10
c1ccc(C(Cc2nc(-c3ccncc3)no2)c2ccccc2)cc1,-15,4
CCCCn1c(SCC(N)=O)nnc1-c1cc(OC)c(OC)c(OC)c1,22,0
Cc1cc(Oc2ccccc2)nc(SCC(=O)Nc2ccccc2)n1,-12,18
O=S(=O)(Nc1cc(Cl)ccn1)c1ccc(Cl)cc1,-11,24
O=C(O)C1CC=CCC1C(=O)N1CCCC1 (stereo not given),6,-2
N#C/C(=C\c1ccc(F)cc1)c1n[nH]c(Cn2cncn2)n1,-7,-11
COCCn1nnnc1C(CC(C)C)N1CCN(c2ccccc2)CC1 (stereo not given),-2,-4
O=C(O)C1CC(=O)N(c2ccc(OCc3ccccc3)cc2)C1 (stereo not given),6,-7
CCOC(=O)c1ccc(NC(=O)CCc2nc(-c3ccc(Cl)cc3)no2)cc1,6,-1
FC(F)(F)c1ccccc1NC(=S)NN1CCOCC1,-11,25
O=C(Nc1ccc(-c2nnc(-c3ccco3)o2)cc1)C(c1ccccc1)c1ccccc1,-4,-2
CSC1=C(C#N)C(CC(C)C)C2=C(CCCC2=O)N1 (stereo not given),5,0
COc1ccc(CCNC(=O)CSc2ncnc3c2oc2ccccc23)cc1OC,5,3
Cc1cc(NCCCn2ccnc2)n2nc(C)c(-c3ccccc3)c2n1,2,5
NC(=O)C1CCN(C2CC(=O)N(c3ccc(F)c(Cl)c3)C2=O)CC1 (stereo not given),6,3
COc1ccc(NC(=O)NC(C)c2ccncc2)cc1OC (stereo not given),6,1
C=CC[N+]1(CC#CCOC(c2ccccc2)c2ccccc2)CCOCC1,5,-11
O=C(CSc1ncn[nH]1)Nc1ccccc1Sc1ccc(Cl)cc1,27,-3
O=C(NCc1ccco1)C(c1ccccc1)N(C(=O)Cc1cccs1)c1ccccc1 (stereo not given),2,8
Cc1csc(NC(=O)C2CCCN(S(=O)(=O)c3ccc(Br)s3)C2)n1 (stereo not given),3,1
